GPR151 ag – human GPR151 activation; PathHunter beta-arrestin GPR151 cells, luminescence; 650,000 compounds, 1% hits; Q8TDV0; activation, % at 11.2 µM; in the data active means activation above about 4.9%;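 further: 0% = median of compound wells and 100% = cells with positive control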
FBW7 activator – human FBW7 E3 ligase activation, primary screen. Q969H0. AlphaScreen FBW7–phospho-cyclin E peptide binding, activator screen. normalized activity (activation), % at 26.1 µM. 650,000 compounds, 0.13% hits. AID 1259310; in the data active means normalized activity above about 1.9%;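 further: purified mutant Fbw7 with reduced substrate affinity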
Target sequence (Q969H0 whole entry, looked up): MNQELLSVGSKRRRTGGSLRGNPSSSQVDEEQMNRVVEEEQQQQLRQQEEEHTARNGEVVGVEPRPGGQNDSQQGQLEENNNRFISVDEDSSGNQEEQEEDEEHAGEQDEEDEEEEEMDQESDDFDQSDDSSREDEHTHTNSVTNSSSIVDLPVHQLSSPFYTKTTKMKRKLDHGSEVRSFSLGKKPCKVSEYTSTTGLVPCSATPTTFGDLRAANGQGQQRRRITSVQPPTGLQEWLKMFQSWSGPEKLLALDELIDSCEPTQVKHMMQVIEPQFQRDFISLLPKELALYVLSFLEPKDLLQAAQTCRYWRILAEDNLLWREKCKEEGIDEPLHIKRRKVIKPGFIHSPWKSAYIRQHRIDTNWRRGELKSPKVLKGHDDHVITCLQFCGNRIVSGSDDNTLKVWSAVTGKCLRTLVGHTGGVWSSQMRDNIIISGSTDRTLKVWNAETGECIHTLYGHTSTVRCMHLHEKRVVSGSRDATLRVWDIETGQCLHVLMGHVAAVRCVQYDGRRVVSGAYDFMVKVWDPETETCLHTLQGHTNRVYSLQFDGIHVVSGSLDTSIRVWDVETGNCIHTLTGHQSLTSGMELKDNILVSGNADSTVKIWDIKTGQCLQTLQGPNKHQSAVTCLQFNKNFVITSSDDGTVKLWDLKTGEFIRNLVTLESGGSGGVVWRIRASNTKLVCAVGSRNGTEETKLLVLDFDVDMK
MITF inh – inhibitors of human MITF | O75030 | AlphaScreen MITF homodimerization, bead proximity signal | inhibition, % at 2.6 µM | 650,000 compounds, 0.91% hits; in the data active means inhibition above about 50%;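 further: 0% = vehicle wells with protein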
TEAD-YAP block – TEAD-YAP interaction inhibition. HEK-TIYL cells, TEAD-Gal4/YAP UAS-luciferase luminescence. inhibition, % at 9.12 µM. 640,000 compounds, 1.4% hits. AID 1259422; in the data active means inhibition above about 32%;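 further: 0% = median of test compound wells and 100% = reference inhibitor wells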
An asterisk follows results filed as active. Compounds were not picked by outcome; any-hit rate near 3.5%.

molecule	GPR151 ag	FBW7 activator	MITF inh	TEAD-YAP block
O=C(CSCc1ccccc1)Nc1nnc(Cc2ccccc2)s1	-0.1	-0.1	1.1	3.6
COc1cc(CN2CCc3c(nc(N4CCC(C)CC4)[nH]c3=O)C2)cc(OC)c1	-0.2	0.1	-0.8	11.8
Cc1ccc(-n2ncc3c(N4CCN(C(c5ccccc5)c5ccc(Cl)cc5)CC4)ncnc32)c(C)c1 (configuration not stated)	-1.9	0.8	23.1	-2.4
CCOC(=O)c1oc2cc3sc(N(C)C)nc3cc2c1C	-1.7	-0.2	-81.7	-54.6
COc1ccc(CC(=O)Nc2ccc(-c3cn[nH]c3)cc2N2CCC(N(C)C)CC2)cc1	-1.2	0.0	0.4	-3.4
CCOC(=O)c1ccc(NC(=S)Nc2c(C)nn(CC)c2C)cc1	-1.7	0.0	6.4	5.9
CC[C@H](C)[C@@H]1NC(=O)[C@@H]2C[C@H](NC(=O)Nc3ccc(C(F)(F)F)cc3)CN2C1=O	-0.4	0.1	-14.8	-10.1
COC(=O)C1=CN(c2ccc(F)cc2)C=C(C(=O)OC)C1c1ccc(OC)c(O)c1	-0.2	-0.1	-5.9	-7.2
CC(C)C(OC(=O)CN1C(=O)COc2ccccc21)C(=O)NC1CCCC1 (configuration not stated)	-0.1	-0.2	8.8	-9.4
NC(=O)CSc1cn(CC(=O)N2CCCC2)c2ccccc12	0.0	0.1	9.2	9.9
COc1cccc(NC(=O)N2c3ccccc3Sc3ccccc32)c1	-0.6	0.0	5.3	-9.4
COc1cccc(N=C2SC(C(=O)Nc3ccccc3F)CC(=O)N2C)c1 (configuration not stated)	-1.1	0.0	4.9	1.8
CCOc1ccc(N2C(=O)NC(=O)/C(=C/c3ccccc3C)C2=O)cc1	1.9	0.2	14.4	12.2
O=C(NCc1cccnc1)Nc1cc(Cl)sc1Cl	-1.0	-0.2	-16.1	-0.8
CN(CCNC(=O)C1CC(=O)N(C2CCCC2)C1)Cc1ccccc1 (configuration not stated)	-0.7	-0.2	-0.6	2.0
COc1cccc(C2C3=C(CC(C)(C)CC3=O)Nc3nc(SC)nn32)c1OC (configuration not stated)	0.4	0.2	-19.6	-10.1
Cc1c(C(=O)Nc2ccc(F)cc2)sc2nc(-c3cccc([N+](=O)[O-])c3)cn12	-1.0	0.4	10.5	0.0
CC(C)c1ccc(N(CC(=O)NC(C)(C)C)C(=O)CCC(=O)Nc2ccccn2)cc1	-1.3	0.3	10.6	-4.1
CC1Cc2ccccc2N1C(=O)c1cnc2sccn2c1=O (configuration not stated)	1.9	0.1	13.3	2.3
Cn1c(=O)[nH]c(=O)c2c1nc(N1CCN(CCO)CC1)n2CC(=O)c1ccccc1	-0.4	0.1	18.1	-10.2
CCCOc1ccc(C2NC(=O)NC(C)=C2C(=O)OC2CCCCC2)cc1OC (configuration not stated)	-0.5	0.0	-6.1	-5.7
COc1ccccc1NC(=O)CSc1ccc2nnc(-c3cccc(F)c3)n2n1	-0.1	0.0	-5.9	-18.2
COc1ccc(NC(=O)Cn2c3ccccc3c(=O)c3cc(C)ccc32)c(OC)c1	0.9	0.2	0.4	2.2
CCOC(=O)COc1c(-c2cccc(OC)c2OC)oc2ccccc2c1=O	2.2	0.0	2.7	1.4
CC(C)(C)ONC(=O)c1cnc2scc(C(C)(C)C)n2c1=O	1.3	-0.1	3.3	6.3

Sorted by molecular weight (ascending): part of the list above
molecule	GPR151 ag	FBW7 activator	MITF inh	TEAD-YAP block
COc1cccc(NC(=O)N2c3ccccc3Sc3ccccc32)c1	-0.6	0.0	5.3	-9.4
CCCOc1ccc(C2NC(=O)NC(C)=C2C(=O)OC2CCCCC2)cc1OC (configuration not stated)	-0.5	0.0	-6.1	-5.7
Cc1ccc(-n2ncc3c(N4CCN(C(c5ccccc5)c5ccc(Cl)cc5)CC4)ncnc32)c(C)c1 (configuration not stated)	-1.9	0.8	23.1	-2.4

Additional records:
molecule	GPR151 ag	FBW7 activator	MITF inh	TEAD-YAP block
CCN(CC)C(=O)C1CC(=O)OC1(C)C (configuration not stated)	1.0	0.2	3.4	7.1
COc1ccc(Cl)cc1N1CC(c2nc3ccccc3n2C)CC1=O (configuration not stated)	-1.2	0.1	16.2	2.9
Cc1cccc(Cn2c(CN3CCC(C)CC3)nc3c2c(=O)n(C)c(=O)n3C)c1	0.6	0.0	11.8	-0.3
O=C(NCc1cccnc1)c1ccc(N2CCC(NCc3cc4ccccc4[nH]3)CC2)cc1	0.5	0.0	11.5	-4.4
CC1CCN(S(=O)(=O)c2ccc(C(C)(C)C)cc2)CC1	-0.9	0.0	-0.8	-4.3
O=C(c1ncoc1-c1ccc2ccccc2c1)N1CCN(c2ncccn2)CC1	-0.5	-0.2	-1.2	1.0
CSc1ccc(-c2ccc3c(c2)CC(CNC(=O)CCn2cncn2)O3)cc1 (configuration not stated)	3.5	-0.1	7.6	-33.1
CC#CC(=O)N1CCC(C2(CCC(C)C)NC(=O)NC2=O)CC1 (configuration not stated)	0.8	-0.1	-4.3	-3.3
O=C(NNc1nc2c(c(=O)n1Cc1ccccc1)C1(CCCC1)Cc1ccccc1-2)c1ccccc1	-2.4	0.7	4.0	-1.4
CCOc1cc(S(=O)(=O)NCc2ccco2)ccc1Cl	-0.9	0.3	4.6	6.1
CCCC(=O)Nc1cccc(NC(=O)CSc2ccc(Cl)cc2)c1	-1.4	-0.1	-2.8	-1.4
CCOc1cccc(NC(=O)/C(C#N)=C\c2ccc(OCC(=O)O)c(Br)c2)c1	6.1*	-0.1	-8.8	4.3
CCOc1ccccc1C(=O)N(Cc1ccc(C)o1)C1CCS(=O)(=O)C1 (configuration not stated)	-0.6	0.0	1.5	-1.4
C=CCSc1nnc(NC(=O)C2COc3ccccc3O2)s1 (configuration not stated)	-4.0	0.0	30.1	-52.8
NC(=O)CSc1nnnn1-c1ccc(Cl)c(C(=O)O)c1	-0.7	0.0	-5.0	-5.8
Cc1ccc(Nc2nc(C)c3c(n2)CC(C)CC3=O)c(C)c1 (configuration not stated)	-0.2	0.1	-0.3	-7.3
O=S(=O)(c1ccc2c(c1)OCCO2)N1CCCC(c2nc(-c3ccc(F)cc3)no2)C1 (configuration not stated)	2.2	0.0	8.0	-1.9
O=C(NC1CCCC1)C(c1cccs1)N(Cc1ccco1)C(=O)c1csnn1 (configuration not stated)	2.5	0.2	11.7	-1.6
CCC(=O)NC(c1ccc(N(C)C)cc1)c1ccc2cccnc2c1O (configuration not stated)	-0.2	-2.0	35.0	68.6*
CCC(=O)c1ccc(OC(=O)c2cc3cc(OC)ccc3oc2=O)cc1	-1.0	0.3	22.2	2.4
COC(=O)Cn1c(=O)c2c(nc3n(-c4ccccc4)c(-c4ccccc4)cn23)n(C)c1=O	-0.8	-0.1	0.0	9.8
COc1ccc2c(c1)c(=O)c1ccccc1n2CC(=O)Nc1cccc(C)c1	-0.2	-0.1	10.3	-7.6
C=CCn1c(N/N=C/c2cc(Br)ccc2O)nc2c1c(=O)n(C)c(=O)n2C	-1.2	0.1	-12.2	-7.2
Cc1nc(-c2cccnc2)sc1CCNC(=O)c1cccs1	0.4	0.1	0.8	-6.0
O=C(COc1ccccc1)NCc1nnc(SCC(=O)N2N=C(c3cccs3)CC2c2ccc(F)cc2)n1-c1ccc(F)cc1 (configuration not stated)	0.1	-0.1	1.6	1.3

A section of the results above, as a working copy:
molecule	GPR151 ag	FBW7 activator	MITF inh	TEAD-YAP block
C=CCn1c(N/N=C/c2cc(Br)ccc2O)nc2c1c(=O)n(C)c(=O)n2C	-1.2	0.1	-12.2	-7.2
Cc1nc(-c2cccnc2)sc1CCNC(=O)c1cccs1	0.4	0.1	0.8	-6.0
O=C(COc1ccccc1)NCc1nnc(SCC(=O)N2N=C(c3cccs3)CC2c2ccc(F)cc2)n1-c1ccc(F)cc1 (configuration not stated)	0.1	-0.1	1.6	1.3

New compounds follow
molecule	GPR151 ag	FBW7 activator	MITF inh	TEAD-YAP block
CCOc1ccc(OCC)c(NS(=O)(=O)c2ccc3c(c2)SCC(=O)N3)c1	-0.8	0.1	7.1	-3.8
O=C(Nc1cc(S(=O)(=O)c2ccccc2)c(O)c2ccccc12)c1ccc(Cl)cc1	-2.4	0.0	9.0	3.2
COC(=O)c1ccccc1NC(=O)CN1CCN(c2ccccn2)CC1	1.0	-0.2	-5.5	-3.6
CCC(=O)N1c2ccccc2-c2nnc(SC)nc2OC1c1cc(Cl)cc(OC)c1OC (configuration not stated)	0.2	0.1	10.6	-2.7
COC(=O)C(NC(=O)C(F)(F)F)(c1cccs1)C(F)(F)F (configuration not stated)	0.9	0.1	3.1	2.2
CCc1ccccc1NC(=O)c1c[nH]c(=O)n(-c2ccccc2)c1=O	-0.3	-0.1	-19.3	1.7
Cc1nc(S(=O)(=O)N2CCC(C)CC2)c(C#N)c(C)c1Cl	-0.4	0.1	8.3	14.1
COc1ccc(C2=NN3C(C2)c2ccccc2OC3c2ccccc2OC)cc1 (configuration not stated)	-0.1	-0.2	-3.6	-52.6
COc1cc(OC)cc(C(=O)Nc2sc3c(c2C(N)=O)CCN(C(C)C)C3)c1	1.5	-0.1	-5.9	-5.0
Cc1ccc2c(c1)-c1c(cnn1CC(=O)NCC1CCCO1)CO2 (configuration not stated)	0.8	0.0	-1.0	1.1
CC(=O)c1ccc(NC(=O)c2cc(C)no2)cc1	-0.7	0.0	-2.6	-7.4
N#C/C(=C\c1ccc(-c2ccccc2)o1)C(N)=O	-0.1	0.0	6.7	-37.6
COc1cccc(CN2CCN(C(=O)c3ccc(F)cc3)CC2)c1	-1.9	0.5	59.7*	7.3
CC(=O)c1ccc(-c2nnc(CCC(=O)N3CCCCC3c3ccccn3)o2)s1 (configuration not stated)	0.5	-0.2	-4.3	-24.3
CCCOC(=O)C1=C(C)NC2=C(C(=O)CC(c3ccccc3)C2)C1c1ccc(O)c(OCC)c1 (configuration not stated)	-0.7	1.3	7.7	7.0
CCSc1nnc2c(n1)OC(c1ccc(-c3cccc(Cl)c3C)o1)N(C(C)=O)c1ccccc1-2 (configuration not stated)	0.0	0.0	0.3	3.4
O=C(CSCc1ccccc1)N1CCN(c2ccc(F)cc2)CC1	-0.5	-0.2	-2.7	-10.3
O=C(Cc1cccs1)N1CCN(c2ccc(-c3ccccn3)nn2)CC1	-1.4	-1.1	68.2*	-11.3
Cc1ccccc1NC(=S)NCCCN(C)C	0.1	0.1	-3.3	-8.9
CN(C)CCCOC(=O)c1ccccc1Cl	-0.3	-0.1	-3.3	-2.3
Cc1ccc(OCCOc2cccc(/C=C3\C(=N)N4N=C(C(F)(F)F)SC4=NC3=O)c2)c(C)c1	-1.9	0.0	-2.4	-24.8
CC(=O)Nc1nc2c(c3c1c(=O)oc1ccccc13)CC(C)CC2 (configuration not stated)	-1.8	0.4	-6.1	9.5
CCOC(=O)c1c(NC(=S)Nc2ccccc2)sc2c1CCCCC2	-1.8	0.0	23.7	-14.6
CCn1cnc2c(Nc3ccc(C)cc3C)ncnc21	-1.2	0.0	8.6	-58.2
CC1=C(C(=O)Nc2cccnc2)C(c2ccc(OCc3ccccc3)cc2)n2nnnc2N1 (configuration not stated)	-0.2	0.0	-14.9	-4.9

Just GPR151 ag (6 entries from above):
| structure | GPR151 ag |
| --- | --- |
| O=C(CSCc1ccccc1)N1CCN(c2ccc(F)cc2)CC1 | -0.5 |
| O=C(Cc1cccs1)N1CCN(c2ccc(-c3ccccn3)nn2)CC1 | -1.4 |
| Cc1ccccc1NC(=S)NCCCN(C)C | 0.1 |
| CN(C)CCCOC(=O)c1ccccc1Cl | -0.3 |
| Cc1ccc(OCCOc2cccc(/C=C3\C(=N)N4N=C(C(F)(F)F)SC4=NC3=O)c2)c(C)c1 | -1.9 |
| CC(=O)Nc1nc2c(c3c1c(=O)oc1ccccc13)CC(C)CC2 (configuration not stated) | -1.8 |

Next entries
molecule	GPR151 ag	FBW7 activator	MITF inh	TEAD-YAP block
COc1ccc(C2Nc3ccccc3C(=O)N2c2ccc(C)cc2)cc1Cn1cc([N+](=O)[O-])cn1 (configuration not stated)	-0.3	-0.4	-0.1	-71.6
Cc1ccc2nc(SCC(=O)Nc3ccc(C(N)=O)cc3)[nH]c2c1	1.2	0.0	8.6	-2.0
CC(=O)c1ccccc1C(=O)N1CCC(n2nccc2NC(=O)Nc2cccc(F)c2)CC1	-0.3	-0.1	3.6	-26.2
COC(=O)c1ccc2c(c1)nc(SCC#N)n1c3ccccc3nc21	-0.2	0.2	19.0	-2.1
O=C(NCc1cccnc1)c1c(O)c2c([nH]c1=O)CCCC2	-0.7	0.0	5.5	1.0
CCOC(=O)/C(=C\c1cccs1)C(=O)c1ccccc1	-0.8	0.0	2.5	13.4
O=C(COc1ccc([N+](=O)[O-])cc1)Nc1ccc2c(c1)OCCO2	0.9	0.0	-2.4	-2.4

Compound activity as filed in PubChem BioAssay.
